# HTR5A inv ag – HTR5A inverse agonism, opioid heterodimer counter-screen; HTR5A cell line, luminescence; AID 504634; P47898; inhibition, % at 9.3 µM; 340,000 compounds, 0.083% hits; in the data active = inhibition mostly above about 23%, no sharp cut-off; inactive = mostly below about 18%;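 also: 0% = cells with DMSO and 100% = no-cell wells with DMSO; some compounds called inactive have numbers as strong as hits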
# Target sequence (P47898 whole entry, looked up): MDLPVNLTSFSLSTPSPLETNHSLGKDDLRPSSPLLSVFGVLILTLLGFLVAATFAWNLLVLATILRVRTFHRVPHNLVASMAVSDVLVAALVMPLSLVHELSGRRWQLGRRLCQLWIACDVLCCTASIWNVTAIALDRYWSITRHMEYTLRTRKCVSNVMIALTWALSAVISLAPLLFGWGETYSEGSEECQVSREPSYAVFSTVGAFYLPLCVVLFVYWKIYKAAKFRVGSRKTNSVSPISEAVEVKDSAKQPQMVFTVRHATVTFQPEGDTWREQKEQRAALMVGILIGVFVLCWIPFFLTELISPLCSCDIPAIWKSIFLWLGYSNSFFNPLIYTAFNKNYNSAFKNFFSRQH
# HTR5A ag ctr – activates human HTR5A in OPRM1-OPRD1 agonist counter-screen; HTR5A agonist assay, luminescence, cell-based; activation, % at 9.3 µM; 340,000 compounds, 0.61% hits; in the data active = activation mostly above about 9.5%, no sharp cut-off; inactive = mostly below about 7.6%;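 also: 0% = cells with vehicle only and 100% = reference agonist; strong numbers were not always called active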
# DAGLB inh – blocks human DAGLB lipase activity | Q8NCG7 | HEK293T DAGLB membrane lysate, EnzChek fluorogenic substrate | inhibition, % at 5.17 µM | 340,000 compounds, 0.059% hits; in the data active = inhibition above about 34%;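 also: 0% = enzyme with vehicle and 100% = wells lacking enzyme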
# Arrestin-AP2 inh – blocks beta-arrestin peptide binding to AP2 adaptin | FITC-arrestin peptide / GST-AP2 beads, flow cytometry; AP2 beta2 appendage carries R879A mutation | inhibition, % at 10 µM | 340,000 compounds, 0.31% hits | AID 504490;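 active = inhibition above a set limit, near 3 SD of compounds lacking own fluorescence, cut at about 54% in these data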;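 also: plate controls were DMSO wells for no effect and 5 µM unlabelled arrestin peptide for full effect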
#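 test system = AP2 appendage R879A on GSH beads | buffer or medium = PBS plus Tween 20 (0.05%) and BSA (0.1%) | incubation = 12 min plus 1 h, RT | detection = bead flow cytometry, FITC channel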
# DSG3 Ab inh – blocks pemphigus antibody binding to human desmoglein-3 | P32926 | DSG3-coupled beads, scFv-anti-DSG3-GFP binding, flow cytometry; hits give low values | binding (percent of control), % at 10 µM | 310,000 compounds, 0.48% hits | AID 588358;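 active = binding more than 3 SD below its plate's average and above zero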;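 also: hits lower antibody fragment binding to DSG3; some compounds called inactive have numbers as strong as hits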
# V-ATPase pHluor – regulators of yeast V-ATPase proton transport | S. cerevisiae, pHLuorin cytosolic pH fluorescence | response, % at 10 µM | 350,000 compounds, 0.37% hits; in the data active = response mostly above about 7.3%, no sharp cut-off; inactive = mostly below about 5.4%; also: actives read high; inactives centre near 0; some compounds called inactive have numbers as strong as hits; reference of the scale not given here
# PKA-R2B activ – PKA-R2B complex activation; P22694+P31323; PKA-R2B holoenzyme dissociation, Cy5-IP20 fluorescence polarization; R2B truncated from residue 108, S112A mutant; 0% DMSO only, 100% 113 µM cGMP; activation, % at 11.4 µM; 340,000 compounds, 0.079% hits; AID 504700;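 active = activation above a cutoff set at the mean over all compounds plus 3 SD, cut at about 18% in these data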;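 also: higher means more holoenzyme dissociation and a rise in polarization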
# Target sequence (P31323 whole entry, looked up, other chains not shown, the tested form may be a part): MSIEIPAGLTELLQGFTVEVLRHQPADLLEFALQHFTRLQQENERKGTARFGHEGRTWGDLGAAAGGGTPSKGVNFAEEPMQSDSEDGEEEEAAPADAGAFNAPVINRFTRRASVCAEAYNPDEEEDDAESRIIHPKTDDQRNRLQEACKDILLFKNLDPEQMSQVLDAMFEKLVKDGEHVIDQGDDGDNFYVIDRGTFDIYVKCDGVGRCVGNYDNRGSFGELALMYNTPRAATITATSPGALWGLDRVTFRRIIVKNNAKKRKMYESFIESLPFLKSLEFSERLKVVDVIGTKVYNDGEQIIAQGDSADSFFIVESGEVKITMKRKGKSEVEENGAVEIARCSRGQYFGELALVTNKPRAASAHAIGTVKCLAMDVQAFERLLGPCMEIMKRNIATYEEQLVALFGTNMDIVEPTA
# OPRM1-OPRD1 ag – agonists of human mu-delta opioid receptor heterodimerization | AID 504326 | cells, OPRM1-OPRD1 heterodimerization, luminescence | P35372+P41143 | activation, % at 9.3 µM | 340,000 compounds, 0.3% hits; in the data active = activation above about 18%;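 also: 0% = vehicle-treated cells and 100% = reference agonist; values of inactives mirror those of a sister screen read the other way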
# PKA-R1A activ – activators of PKA-R1A complex; P00514+P68181; PKA-R1A dissociation, Cy5-IP20 fluorescence polarization; scaled: DMSO 0%, 113 µM cGMP 100%; activation, % at 11.4 µM; 340,000 compounds, 0.083% hits; AID 504707;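 active = percent activation above the mean of all tested compounds plus 3 SD, cut at about 19% in these data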;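 also: higher means more PKAc released from R1A so a rise in polarization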
# MOR-DOR inv ag – inverse agonist of human OPRM1-OPRD1 heterodimerization. P35372+P41143. cell-based MOR-DOR heterodimer luminescence, inverse agonism. inhibition, % at 9.3 µM. 340,000 compounds, 0.21% hits; in the data active = inhibition above about 22%, passing the limit was not always enough;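 also: 0% = cells with DMSO and 100% = wells without cells with DMSO; values of inactives mirror those of a sister screen read the other way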
# Numbers without * were called inactive; x = not tested or not shown. Random draw from the library. Share with any hit: about 2.4%.
# Preview (four entries):
SMILES,HTR5A inv ag,HTR5A ag ctr,DAGLB inh,Arrestin-AP2 inh,DSG3 Ab inh,V-ATPase pHluor,PKA-R2B activ,OPRM1-OPRD1 ag,PKA-R1A activ,MOR-DOR inv ag
CCOc1ccc2c(c1)C(=NNC(=O)c1ccccn1)c1cc(OCC)ccc1-2,-34,2,-1,-3,92,-2,3,-3.0,-8,16
COC(=O)[C@]1(C)N[C@H](CN(C)S(=O)(=O)c2ccc(C)cc2)[C@@H]2C(=O)N(C)C(=O)[C@@H]21,-7,2,-3,15,90,1,-9,-0.9,-13,4
Cc1cccc(-c2noc(CCCC(=O)NCC3CCCO3)n2)c1 (stereo not drawn),7,-3,2,-3,96,-1,2,-0.5,2,3
O=C(CCCN1C(=O)C(c2ccccc2)Oc2cccnc21)Nc1ccccc1Cl (stereo not drawn),-6,1,-2,2,107,2,5,0.0,-10,0

# All compounds of this part, from the first entry:
SMILES,HTR5A inv ag,HTR5A ag ctr,DAGLB inh,Arrestin-AP2 inh,DSG3 Ab inh,V-ATPase pHluor,PKA-R2B activ,OPRM1-OPRD1 ag,PKA-R1A activ,MOR-DOR inv ag
CCOc1ccc2c(c1)C(=NNC(=O)c1ccccn1)c1cc(OCC)ccc1-2,-34,2,-1,-3,92,-2,3,-3.0,-8,16
COC(=O)[C@]1(C)N[C@H](CN(C)S(=O)(=O)c2ccc(C)cc2)[C@@H]2C(=O)N(C)C(=O)[C@@H]21,-7,2,-3,15,90,1,-9,-0.9,-13,4
Cc1cccc(-c2noc(CCCC(=O)NCC3CCCO3)n2)c1 (stereo not drawn),7,-3,2,-3,96,-1,2,-0.5,2,3
O=C(CCCN1C(=O)C(c2ccccc2)Oc2cccnc21)Nc1ccccc1Cl (stereo not drawn),-6,1,-2,2,107,2,5,0.0,-10,0
Cc1ccc(CNC(=O)CN2C(=O)NC(C)(c3cccc(Br)c3)C2=O)cc1 (stereo not drawn),-12,3,-4,7,100,-2,-4,-1.4,4,6
CCCCNC(=O)c1cc(-c2ccc3c(c2)OCO3)on1,-8,2,-2,20,99,1,10,0.0,-5,0
CC(=O)Nc1nc2ccccc2n1CCN1CCOCC1,x,x,1,42,x,-1,-7,x,-7,x
COc1cc(-c2nc3sc(C)c(C)c3c(=O)o2)cc(OC)c1OC,-2,0,-1,13,89,-21,0,-2.4,-4,11
COC(=O)Cc1ccc(NC(=O)c2ccc3c(c2)C(=O)N(Cc2cccnc2)C3=O)cc1,-3,0,-1,11,92,-3,-9,-2.8,-6,15
O=C(NCc1c(F)cccc1F)c1cc(COc2c(F)cccc2F)on1,-13,4,-7,-2,98,-1,1,0.9,-3,-6
CCCNC(=O)C1(CC2CC(c3ccccc3)=NO2)CCN(C(=O)C2CCCC2)CC1 (stereo not drawn),-10,3,2,-11,100,-1,-14,-0.4,5,2
O=C1CCC/C(=N/NC(=O)c2ccc(NS(=O)(=O)c3cccs3)cc2)C1,-7,2,-2,-52,98,2,4,-1.7,-5,8
N#C/C(=C/c1ccc(-c2ccccc2[N+](=O)[O-])o1)C(=O)NCCN1CCCCC1,6,-2,1,-13,115,0,-3,-0.1,-9,1
O=C(Cn1nc(-c2ccccc2)ccc1=O)Nc1ccc(NC(=O)c2ccccn2)cc1,4,-5,0,11,89,1,-4,-0.1,-4,1
CCn1c(SCC(=O)Nc2cc(C)nn2-c2ccccc2)nnc1-c1cccs1,-3,1,0,22,x,2,5,-1.2,0,6
COCCNC(=O)c1ccc(CS(=O)(=O)c2ccccc2C)o1,-1,0,-2,6,112,2,-2,-2.1,-3,10
O=C(COC(=O)c1cc(S(=O)(=O)N2CCCCC2)ccc1N1CCOCC1)c1ccc(F)cc1,-16,6,-2,-4,100,-1,-4,0.6,-13,-4
COCCCNC(=O)c1ccc2c(c1)ncn2-c1ccccc1OC,13,-4,1,-1,106,-4,3,-0.5,2,3
COc1cc(CNc2ncc(-c3ccc(Br)cc3)n2C)cc(OC)c1OC,20,-5,1,21,96,-1,0,-0.9,2,4
Cn1nnnc1SCC(=O)N(C1CCCCC1)C1CCS(=O)(=O)C1 (stereo not drawn),5,-2,-1,-10,96,2,-5,-2.1,-10,12
COc1ccc(CNC(=O)CN(Cc2ccc(F)cc2)C(=O)CCC(=O)Nc2nccs2)cc1,-9,3,2,6,114,4,4,-1.4,-3,8
O=C(COc1ccccc1)NCC(=O)Nc1ccc(S(=O)(=O)NCc2ccco2)cc1,8,-7,-1,-3,107,-1,-20,-0.5,-17,2
O=C1CC(=O)C(n2cncn2)C(c2ccc(Cl)cc2)C1 (stereo not drawn),-24,9,4,4,105,7.5*,-3,0.9,12,-5
C=CCc1cccc(CNc2nc3ccccc3n2CCC)c1O,1,1,-2,5,x,0,11,8.3,-13,-43
Cc1ccc(CNC(N)=S)cc1,-2,13,-3,2,x,0,12,0.5,-2,-3
# Next entries follow:
SMILES,HTR5A inv ag,HTR5A ag ctr,DAGLB inh,Arrestin-AP2 inh,DSG3 Ab inh,V-ATPase pHluor,PKA-R2B activ,OPRM1-OPRD1 ag,PKA-R1A activ,MOR-DOR inv ag
CC(=O)Nc1cccc(-n2nnc(SCC(=O)N(C)c3ccccc3)n2)c1,6,0,2,-10,x,1,-10,-2.1,-2,10
CCOCCCNC(=S)Nc1ccc2nc(N3CCCC3)cc(C)c2c1,-4,-5,1,5,124,0,-9,-1.3,-10,7
Cc1ccc(C)c(S(=O)(=O)NC(C)CCc2ccccc2)c1 (stereo not drawn),1,0,-10,7,107,3,5,8.3,-7,-68
COc1ccc2c(Cn3cnc4cc([N+](=O)[O-])ccc4c3=O)cc(=O)oc2c1,12,0,0,24,105,-3,-5,-0.8,-12,4
CCOc1ccc2nc(NC(=O)C3CCN(S(=O)(=O)c4cnc[nH]4)CC3)sc2c1,4,-2,-1,2,109,-2,5,-3.1,-6,16
CC(C)Cc1nn2c(=O)cc(COc3ccc(NC(=O)c4ccco4)cc3)nc2s1,-7,1,-1,34,92,3,-2,-0.6,-1,3
Cc1cc(C)n(-c2nc3ccccc3c(=O)n2OC2CCCCC2)n1,20,0,-4,13,106,0,-5,-0.3,-10,1
C/C(=N\NC(=O)Cc1ccc(Cl)cc1)c1ccccc1O,-22,6,4,-16,118,-1,-6,5.6,-6,-28
COc1ccc(/C=N/Nc2cc(C)nc3ccc(Br)cc23)cc1,-17,5,2,3,99,0,1,21*,-7,-108
C[C@H](O)[C@@]1(O)CC[C@H]2[C@@H]3CC[C@@H]4C[C@H](O)CC[C@]4(C)[C@H]3CC[C@@]21C,-18,9,-1,1,97,1,10,-0.7,-4,4
O=S(=O)(NC(CO)Cc1ccccc1)c1ccc(Br)cc1F (stereo not drawn),0,0,0,9,99,0,4,-1.8,-8,9
O=C(N/N=C/c1cc(Br)cc(Br)c1O)c1cccc(N2CCCC2=O)c1,-6,2,3,33,98,1,-9,1.4,-6,-8
Cc1ccc(C)c(NC(=O)COC(=O)Cn2c(C)csc2=O)c1,-20,7,3,-5,102,-1,-6,6.1,-10,-40
COc1cc2c(cc1OC)CN(CC(=O)Nc1ccccc1C(=O)NCc1ccccc1)CC2,-8,3,0,6,x,0,-3,-0.4,-3,2
O=C1CC(C(=O)O)S/C(=N\NC(=O)c2ccccc2)N1 (stereo not drawn),11,12*,-2,-7,127,-4,-10,-1.6,-13,9
CC(=O)c1cccc(CN2CCN(Cc3ccc(F)cc3)C(CCO)C2)c1 (stereo not drawn),2,-1,1,10,104,-8,6,-2.1,-1,11
CN(C)CCCn1c2c(c(SCC(=O)Nc3ccc4c(c3)OCO4)nc1=O)CCC2,24,-8,2,-7,100,-5,-2,-1.4,2,9
COc1cc(OC)cc(C(=O)Nc2nc(CC(=O)NCCc3ccccc3)cs2)c1,1,2,0,8,103,-3,14,0.3,-2,-2
CCN1CCN(CCNC(=O)c2ccc(CS(=O)(=O)c3c(Cl)cccc3Cl)o2)CC1,4,-2,-7,10,111,0,6,-3.4,3,17
COc1cccc(NS(=O)(=O)c2ccc3[nH]cc(C(=O)NCCC(C)C)c(=O)c3c2)c1,-11,3,4,-9,107,0,-13,9.6,1,-52
COc1ccc(C(=O)/C(=C\c2ccco2)N2C=CC=CC2=C(C#N)C#N)cc1,7,-3,-5,19,x,-4,-11,-5.4,-4,33*
O=C(Nc1nccs1)c1ccc(CSc2nnnn2-c2ccccc2)cc1,1,0,1,0,101,1,2,1.4,-8,-8
CN1CCCC(OC(=O)c2cccc(S(=O)(=O)N3CCCCCC3)c2)C1 (stereo not drawn),-67,1,2,11,91,-1,-9,-0.2,-5,1
O=C(CSc1cccc2cccnc12)N/N=C/c1ccc(F)cc1,19,2,-1,7,114,-6,-14,-1.5,-12,8
O=C1[C@H]2[C@@H](c3ccccc3)N[C@]3(CCCN(Cc4ccc(F)cc4)C3=O)[C@H]2C(=O)N1Cc1ccccc1,x,x,-2,x,100,-2,-7,x,4,x
# (list continues)
SMILES,HTR5A inv ag,HTR5A ag ctr,DAGLB inh,Arrestin-AP2 inh,DSG3 Ab inh,V-ATPase pHluor,PKA-R2B activ,OPRM1-OPRD1 ag,PKA-R1A activ,MOR-DOR inv ag
CC(=O)N(CCc1cccc(C)c1)Cc1cc2cc(C)ccc2[nH]c1=O,14,-4,1,0,112,-3,-7,-1.2,-11,6
CCN(C(=O)c1ccc(NC(=O)Cc2ccccc2)cc1)c1ccccc1,15,-6,-2,-7,110,0,-9,-4.8,-9,25
O=C(Cc1ccc(Cl)cc1)NC(=S)Nc1ccccc1N1CCOCC1,7,7,-10,-3,114,1,-5,0.1,-4,0
O=C(Cn1c(NCCO)nc2ccccc21)c1ccccc1,-33,-3,1,-4,93,2,-2,0.4,5,-2
Cc1ccc(N2C(=O)C(CN3CCCCC3)C2c2ccccc2)cc1 (stereo not drawn),6,-2,-2,45,99,-2,-1,-0.9,12,4
CCCCCC(O)CCCC(=O)O (stereo not drawn),-10,3,1,-8,x,-4,-22,-0.4,-8,2
O=C(CSc1nnc(-c2ccco2)n1-c1ccccc1)NCCc1ccccc1,2,0,-1,17,109,1,1,-0.7,0,4
N=C1/C(=C\c2ccc(OC(=O)c3ccccc3Cl)cc2)C(=O)N=C2SC(N3CCOCC3)=NN12,8,-2,4,8,110,-2,0,-2.8,2,14
O=C(NCCCn1ccnc1)C(=O)NCC1OCCCN1S(=O)(=O)c1ccc(F)cc1 (stereo not drawn),5,2,1,-7,105,0,-9,-1.0,1,7
O=C(COC(=O)c1cccnc1Cl)NC1CCCCCC1,3,-1,4,6,103,4,8,0.1,-4,0
CC(=O)O[C@H]1CC[C@@]2(C)[C@@H](CC[C@@H]3[C@@H]2CC[C@]2(C)[C@@H](C(C)(C)O)C[C@@H]32)C1,20,-3,-2,6,x,-3,-8,-2.8,14,16
COc1ccc(C(O)(CCN2CCCCC2)C2CCCCC2)cc1 (stereo not drawn),5,-1,0,-8,97,-2,-1,-4.2,-5,19
O=c1ccc2cc3c(-c4ccccc4)coc3cc2o1,2,-1,-6,34,90,-1,-2,-2.3,1,10
COc1ccc(OC)c(NC(=O)CCN2CCC(C)CC2)c1,6,3,0,1,101,-2,0,1.4,-8,-8
